Source: PubChem BioAssay (several laboratories)
GPR55 beta-arrestin = selective activators of receptor GPR55 – imaging, U2OS cells, beta-arrestin-GFP redistribution, primary screen (AID 1961); U2OS GPR55 beta-arrestin-GFP redistribution imaging; higher % means a stronger effect; activation, % at 10 µM, or EC50 in µM where a hit was titrated; 290,000 tested, 0.048% active;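 active means activation above 40% with more than 50 cells counted in the well; inconclusive means wells holding fewer than 50 cells, flagged as toxic or sparse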;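 further: U2OS osteosarcoma cells stably expressing GPR55 and beta-arrestin-GFP; plate controls were DMSO negative control for no effect and LPI positive control for full effect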
NTR1 ag = agonists of NTR1, primary screen, imaging, U2OS cells, beta-arrestin-GFP, high content (AID 493036); 330,000 tested, 0.17% active; P30989; activation, % at 20 µM; NTR1-U2OS beta-arrestin-GFP spot imaging, agonist mode;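 active means activation at or above 40% of the spot to cytoplasm intensity ratio, with at least 20 cells analyzed; inconclusive means wells under 20 cells, flagged as cytotoxic or low count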;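 further: 0% = DMSO without peptide and 100% = 100 nM NTR1 peptide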
Target sequence (P30989 whole entry, looked up): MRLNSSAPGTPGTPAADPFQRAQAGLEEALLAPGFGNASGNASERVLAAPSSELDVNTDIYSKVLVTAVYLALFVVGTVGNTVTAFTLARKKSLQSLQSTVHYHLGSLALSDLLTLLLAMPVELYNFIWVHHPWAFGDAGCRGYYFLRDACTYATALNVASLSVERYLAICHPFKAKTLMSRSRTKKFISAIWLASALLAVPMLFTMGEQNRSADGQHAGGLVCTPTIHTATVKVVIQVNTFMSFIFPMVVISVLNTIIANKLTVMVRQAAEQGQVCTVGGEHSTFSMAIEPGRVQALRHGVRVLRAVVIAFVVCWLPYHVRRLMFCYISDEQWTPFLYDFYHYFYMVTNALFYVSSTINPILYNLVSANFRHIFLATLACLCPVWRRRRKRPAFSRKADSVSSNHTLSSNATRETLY
GPR35 arrestin U2OS = inhibition of zaprinast-stimulated GPR35 beta-arrestin translocation – imaging, U2OS, beta-arrestin-GFP, zaprinast agonist, primary screen (AID 2058) | U2OS GPR35 beta-arrestin-GFP translocation imaging, zaprinast antagonism; higher % means a stronger effect | one-dose inhibition, % at 10 µM; IC50 in µM for titrated hits | 290,000 tested, 0.052% active;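 active means inhibition of at least 50% with at least 30 cells and total cytoplasm GFP at most 10,000,000; inconclusive means under 30 cells or total GFP of 10,000,000 plus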
GPR55 antagonists = inhibition of LPI-stimulated GPR55 beta-arrestin translocation – imaging, U2OS, beta-arrestin-GFP, LPI agonist, primary screen (AID 2013); U2OS GPR55 beta-arrestin-GFP translocation imaging, LPI antagonism; higher % means a stronger effect; inhibition, % at 10 µM; hits with a dose series show IC50 in µM; 290,000 tested, 0.13% active;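 active means spots per cell inhibited over 60%, with over 100 cells counted and total cytoplasm intensity under 500,000; inconclusive means wells with under 100 cells, flagged as likely toxic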;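 further: U2OS cells stably carrying GPR55 and arrestin-GFP stimulated by 5 µM LPI near EC80; imaged beta-arrestin-GFP aggregate spots per cell after agonist stimulation; plate controls were LPI-stimulated DMSO wells for no effect and DMSO wells without LPI for full effect; some results filed as inactive read as strong as hits; confirmed hits need IC50 under 10 µM and bright autofluorescent wells are also inconclusive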
Rac1 GTP hydrolysis = MgcRacGAP GTPase-activating activity inhibitors, confirmation, biochemical, ADP Hunter fluorescence | MgcRacGAP-stimulated Rac1 GTP hydrolysis, ADP Hunter fluorescence; higher % means a stronger effect; GST-tagged Rac1 F28L mutant substrate | inhibition, % at 30 µM, or IC50 in µM where a hit was titrated | 340,000 tested, 0.6% active;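 active means first-screen hits whose inhibition reached a set limit at any dose in the follow-up dose series; inconclusive means inhibition above the set first-screen limit but never retested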;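 further: fluorescence reports GDP produced by GAP-driven GTP hydrolysis; strong numbers were not always called active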
Lipid droplet = hepatic lipid droplet formation modulation. 240,000 tested, 0.4% active. AML12 mouse hepatocytes, oleate lipid droplets, BODIPY imaging. inhibition, % at 6.5 µM;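 active means lipid droplet intensity inhibited by at least 50%, with more than 500 cells counted; inconclusive means wells with under 300 cells, treated as cytotoxic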
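Assay system: AML12 hepatocytes (mouse); Probe or stimulus: oleic acid at 100 µM to induce lipid droplet formation; Dosing: compound at 6.5 µM only; Schedule: compound with oleate, overnight; Detection: fluorescence imaging, 20x objective, two fields per well; Measure: % inhibition of lipid droplet signal.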
T cell modulator = T cell immune modulation candidate; 2C CD8+ T cell-vesicle binding, flow cytometry; active compounds read low; calls only at 7 µM; 330,000 tested, 0.068% active; AID 2052;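 active means response, share of CD8 T cells binding vesicles, and their 90th percentile fluorescence all below set limits, cut at about 80% in these data, passing the limit was not always enough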
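Material: murine 2C transgenic CD8+ T lymphocytes / Also added: QL9-peptide-loaded Drosophila micro-vesicles bearing Ld, ICAM-1 and B7-1 / Schedule: binding step 1.5 h, 37 °C, antibody labelling 20 min, ice / Signal: flow cytometry, PE anti-B7-1 (FL2) versus Alexa647 anti-CD8 (FL8), PFA-fixed / Evaluation: percent CD8+ FL2 mean versus row control / Benchmarks: naked versus QL9-loaded vesicles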
LYP inhibition = PTPN22 lymphoid phosphatase activity blockers – biochemical, fluorescence intensity, uHTS (AID 1779) | recombinant LYP phosphatase, fluorescence intensity; higher % means a stronger effect | one-dose inhibition, % at 11.5 µM; IC50 in µM for titrated hits | 290,000 tested, 0.054% active; in the data active means inhibition above about 50%;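 further: plate controls were vehicle with enzyme for no effect and no enzyme for full effect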
Large T inhibition = TAg ATPase/helicase activity blockers – biochemical (AID 1903); SV40 large T antigen ATPase/helicase inhibition assay; higher % means a stronger effect; inhibition, % at 20 µM, or IC50 in µM where a hit was titrated; 310,000 tested, 0.39% active; in the data active means a potency from the dose series; inconclusive means inhibition mostly from about 32% at the one dose, without a potency; inactive means the rest, 99 in 100 with inhibition below about 32%; further: strong numbers were not always called active
Lipid droplet cells 6.5 µM = further read-out of Lipid droplet, marked with its call; cell count; measured here: cell count, cytotoxicity flag;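 cells counted across two imaged fields per well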
T cell modulator vesicle-bound % = further read-out of T cell modulator, marked with its call; double positive events, %; measured here: CD8+ vesicle-bound cell fraction;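 binding gate set so that unloaded-vesicle control wells show 10% double positive cells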
NTR1 ag cell count 20 µM = recorded beside NTR1 ag, whose call it bears; cell count; measured here: cell count, cytotoxicity flag
Active calls of the source: *; i = inactive; ? = inconclusive; . = not tested or not shown. Rows are unselected; about 1.8% have a hit in one of these screens.

The opening two compounds, ahead of the listing:
Values run as follows: GPR55 beta-arrestin	NTR1 ag	NTR1 ag cell count 20 µM	GPR35 arrestin U2OS	GPR55 antagonists	Rac1 GTP hydrolysis	Lipid droplet	Lipid droplet cells 6.5 µM	T cell modulator	T cell modulator vesicle-bound %	LYP inhibition	Large T inhibition
CCOC(=O)c1c(O)c(O)c(C(=O)OCC)n1-c1ccccc1
  0.8%	1.3	50	-3.8%	-5.2%	0.6%	0.5	627	i	8.8	-5.9%	5.0%
Cc1cccc(Oc2ccc(C(=O)NC3CCSC3=O)cn2)c1C (centres undefined)
  -0.2%	-0.1	48	-5.7%	9.3%	-0.5%	.	.	i	25.8	-6.5%	4.0%

All compounds of this part (from the top)
Values run as follows: GPR55 beta-arrestin	NTR1 ag	NTR1 ag cell count 20 µM	GPR35 arrestin U2OS	GPR55 antagonists	Rac1 GTP hydrolysis	Lipid droplet	Lipid droplet cells 6.5 µM	T cell modulator	T cell modulator vesicle-bound %	LYP inhibition	Large T inhibition
CCOC(=O)c1c(O)c(O)c(C(=O)OCC)n1-c1ccccc1
  0.8%	1.3	50	-3.8%	-5.2%	0.6%	0.5	627	i	8.8	-5.9%	5.0%
Cc1cccc(Oc2ccc(C(=O)NC3CCSC3=O)cn2)c1C (centres undefined)
  -0.2%	-0.1	48	-5.7%	9.3%	-0.5%	.	.	i	25.8	-6.5%	4.0%
COc1cc2c(cc1NC(=O)CSc1nc3cc(Cl)ccc3s1)oc1ccccc12
  0.5%	-0.3	60	4.1%	0.9%	6.0%	-16.7	613	i	36.8	10.4%	0.4%
Cc1cccn2c(=O)c3cc(S(=O)(=O)c4ccccc4)c(=N)n(CC4CCCO4)c3nc12 (centres undefined)
  -0.1%	5.9	44	-12.3%	13.3%	.	-2.3	668	i	24.5	-44.4%	14.5%
COc1cc2c(cc1OC)[C@@H]1Cc3ccc(OC)c(OC)c3CN1CC2
  -0.1%	-0.7	45	-5.7%	-5.9%	9.9%	-4.0	819	.	.	-5.7%	4.9%
O=C(COc1ccc(Br)cc1CO)Nc1ccc(F)cc1
  -0.2%	0.0	35	-15.1%	11.9%	10.0%	-11.4	780	i	12.9	0.2%	-1.4%
O=C(COC(=O)C1CCN(S(=O)(=O)c2cccs2)CC1)c1ccccc1
  -0.3%	0.2	69	-1.3%	3.7%	2.7%	-13.6	703	i	34.3	-2.7%	8.0%
CCCS(=O)(=O)N1CCCC(C(=O)NCCCOC(C)C)C1 (centres undefined)
  -0.1%	0.9	41	-15.3%	27.1%	13.8%	.	.	i	2.5	-8.7%	10.6%
CC(NC(=O)COc1ccc(Br)cc1)C1CCCO1 (centres undefined)
  0.0%	-0.7	63	-1.3%	6.3%	7.7%	2.2	842	i	15.0	-2.3%	9.8%
CC(=O)Nc1ccc(C2C(=O)c3ccccc3C2=O)cc1
  0.5%	2.0	36	-6.0%	-13.4%	18.8%	2.3	782	i	23.9	-6.1%	13.5%
Cc1occc1C(=O)NNC(=S)NC(=O)COc1ccc(Cl)cc1Cl
  0.0%	0.0	82	0.5%	0.6%	8.8%	2.7	605	i	14.4	-2.6%	4.1%
COc1ccc(NC(=O)CN2CCN(C(=O)C3CCCO3)CC2)c(OC)c1 (centres undefined)
  -0.2%	1.4	63	2.0%	8.2%	5.5%	2.3	807	i	5.3	-12.9%	-1.3%
Cc1cccc(-c2nnn(C/C(N)=N/O)n2)c1
  -0.1%	1.6	76	24.1%	5.2%	2.0%	6.9	754	i	60.3	-7.1%	21.8%
COc1cc(/C=C2\SC(=S)N(NS(=O)(=O)c3ccccc3)C2=O)ccc1O
  0.5%	0.4	64	12.0%	14.7%	?	-16.6	666	i	29.3	-0.9%	14.5µM*
N#C/C(=C/c1ccc(Cl)cc1)NC(=O)c1ccccc1
  0.3%	0.4	44	-10.3%	-6.1%	4.9%	-2.4	733	i	41.1	-1.6%	13.8%
CCOC(=O)Cn1c(=O)oc2cc(S(=O)(=O)Nc3ccc(N(CC)CC)cc3C)ccc21
  -0.1%	12.1	52	3.0%	-6.8%	14.6%	.	.	i	63.8	-3.5%	29.9%
O=C(NCc1cccnc1)c1ccc(Cl)c(Cl)c1
  -0.2%	0.5	62	-17.2%	-7.0%	5.5%	-7.0	549	i	42.6	1.2%	0.2%
Cc1cc(Cl)c(S(=O)(=O)N/N=C/c2ccc3c(c2)OCO3)c(Cl)c1
  -2.0%	-0.3	58	-0.7%	7.0%	8.9%	.	.	i	15.9	-9.3%	5.9%
CSc1ccccc1OCc1cc(C(=O)N(C)Cc2cc(C)[nH]n2)no1
  0.0%	0.2	49	-2.3%	13.8%	-0.7%	-4.3	680	i	69.2	3.9%	22.3%
CSc1ccc(Cl)c(C(=O)OCC(=O)Nc2ccccc2OC(F)F)c1
  0.5%	6.8	30	2.2%	7.6%	6.0%	5.9	644	i	7.9	8.1%	10.7%
O=C(Nc1ccc(NC(=O)c2ccco2)cc1)c1ccco1
  0.0%	-0.2	68	-8.7%	9.2%	5.1%	-2.4	673	i	62.6	-0.1%	3.7%
CCN1CCN(CCNC(=O)c2ccc(/C=C3\Sc4ccccc4N(Cc4ccccc4F)C3=O)cc2)CC1
  -0.5%	37.4	57	17.3%	4.8%	-6.9%	-16.5	680	i	29.4	-7.1%	12.8%
O=C1NN(c2ccccc2)C(=O)C2C3C=CC(C4CC34)C12 (centres undefined)
  -0.1%	0.1	61	7.4%	25.8%	1.2%	.	.	i	9.6	-5.1%	-3.2%
COc1ccc(NC(=O)CC2C(=O)N(c3cccc(OC)c3)C(=O)N2C(C)C)cc1 (centres undefined)
  -0.4%	1.5	85	12.8%	12.5%	-3.0%	-9.7	663	i	28.9	-3.9%	9.5%
O=C(CCn1nc(-c2ccc(Cl)cc2)ccc1=O)N1CCN(c2ccccc2)CC1
  0.5%	-1.8	81	-16.5%	5.7%	11.2%	-4.7	825	i	24.4	-6.6%	-4.1%
O=C(CSc1nnnn1-c1cccc2ccccc12)NC(C(=O)O)(c1ccccc1)c1ccccc1
  -0.2%	-1.3	92	-1.3%	2.7%	5.7%	-15.3	701	i	53.4	-0.3%	19.1%
COc1ccccc1CNS(=O)(=O)c1ccc2c(c1)CCCN2C(C)=O
  -0.2%	0.2	65	6.0%	10.3%	4.5%	-17.0	700	i	11.5	4.1%	5.2%
COc1ccccc1C(=O)CSc1n[nH]c(N)n1
  0.3%	-1.0	84	-4.0%	4.3%	4.5%	.	.	i	13.7	-4.4%	4.3%
CCOc1ccc(C2CC(c3cccc(Cl)c3)n3nc(N)nc3N2)cc1 (centres undefined)
  -0.1%	8.0	61	-5.4%	6.1%	7.3%	-10.8	461	i	63.6	3.4%	3.7%
CCOC(=O)C1=C(CSc2nnnn2C)N(C)C(=O)NC1c1ccccc1 (centres undefined)
  0.2%	0.5	57	-9.3%	-0.3%	17.4%	0.8	735	i	24.2	2.3%	0.9%
COc1cc(/C=C2/CCCC(C(=O)C(F)(F)F)=C2O)ccc1O
  -0.3%	2.9	63	46.1%	-6.6%	21.3%	-0.4	660	i	27.2	-4.2%	19.5%
COc1ccc(CN(C(=O)CO/N=C/c2ccccc2)c2ccccc2C(=O)O)cc1
  -0.2%	0.1	71	7.5%	-0.4%	1.0%	5.5	706	i	41.2	-5.1%	15.5%
COc1ccc(S(=O)(=O)Nc2ccc(Oc3ccsc3C(=O)O)cc2)cc1
  -0.1%	-0.2	100	4.0%	-11.0%	6.7%	.	.	i	59.1	-6.7%	11.5%
COc1ccccc1C(=O)Nc1ccnn1C1CCN(Cc2cnc(N(C)C)s2)CC1
  -0.1%	1.0	59	0.0%	12.2%	12.1%	27.8	815	i	6.3	-6.2%	5.7%
CC(=O)Nc1ccc(O)c(-c2nc3ccccc3s2)c1
  0.9%	2.0	96	-8.1%	-2.7%	0.2%	5.9	745	i	43.0	-0.2%	11.9%
COC(=O)c1c(O)c2c([nH]c1=O)CCCC2
  0.2%	0.3	35	-11.6%	7.7%	0.6%	7.9	778	i	54.4	-2.4%	-0.1%
CC(C)CCOC(=O)/C(=C/c1ccco1)NC(=O)/C=C/c1ccccc1
  -0.1%	3.0	53	-0.5%	4.8%	12.9%	.	.	i	42.3	2.9%	5.6%
COc1ccc(C(=O)OC(C)C(=O)Nc2cc(C(F)(F)F)ccc2Cl)c(OC)c1OC (centres undefined)
  -0.1%	0.9	40	6.0%	-4.0%	5.7%	80.5*	726*	i	43.9	3.9%	2.4%
Cc1ccc(N=C2NC(=O)C(CC(=O)O)S2)cc1 (centres undefined)
  -0.1%	-1.7	49	4.5%	20.4%	0.3%	.	.	i	18.3	3.0%	-1.8%
O=C(CNC(=O)c1cccs1)N/N=C/c1ccc(Cl)cc1
  -0.1%	1.1	42	8.6%	-4.9%	6.9%	-3.2	768	i	12.5	-0.3%	9.4%
COc1ccccc1C(=O)COC(=O)/C=C/c1ccccc1
  -0.1%	7.8	43	-3.9%	9.4%	3.8%	0.2	899	i	7.2	-8.3%	8.0%
Cc1cccc(N2CC(C(=O)OCc3ccc([N+](=O)[O-])cc3)CC2=O)c1 (centres undefined)
  -0.1%	0.8	77	-8.6%	-15.4%	4.0%	10.9	677	i	18.4	-8.3%	9.1%
